# Measles CPE – protection of cells from measles virus | Measles virus-infected cells, CPE protection, absorbance | protection (pct of control), % at 4 µM | 140,000 tested, 1.5% active | AID 841; in the data active = protection mostly above about 24%, no sharp cut-off; inactive = mostly below about 26%; also: some compounds called inactive have numbers as strong as hits
# GALR2 blocker – blocks the human galanin receptor 2. GALR2-expressing cells, antagonist mode. inhibition, % at 4 µM. 140,000 tested, 0.39% active. AID 828; in the data active = inhibition above about 27%;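 also: cells stimulated with galanin 1-16 at roughly its EC80; 0% = agonist challenge control and 100% = basal control without agonist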
# Target sequence (O43603 whole entry, looked up): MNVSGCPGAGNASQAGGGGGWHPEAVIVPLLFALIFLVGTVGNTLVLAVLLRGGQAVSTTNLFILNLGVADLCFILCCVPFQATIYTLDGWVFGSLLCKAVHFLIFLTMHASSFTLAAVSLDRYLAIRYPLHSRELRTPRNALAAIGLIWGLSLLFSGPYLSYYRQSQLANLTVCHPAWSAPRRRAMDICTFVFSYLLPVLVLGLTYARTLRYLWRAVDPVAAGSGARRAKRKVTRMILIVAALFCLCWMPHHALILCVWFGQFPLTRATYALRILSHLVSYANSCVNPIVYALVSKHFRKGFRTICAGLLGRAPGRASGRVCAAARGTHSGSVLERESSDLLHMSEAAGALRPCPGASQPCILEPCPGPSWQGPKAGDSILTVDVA
# E-sel TNF inh – blocks E-selectin expression induced by TNF alpha; HUVEC TNFa-induced E-selectin immunofluorescence, high content; inhibition, % at 2 µM; 120,000 tested, 0.71% active;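 active = inhibition above the batch mean plus 3 SD, and confirmed as a hit on visual image review, cut at about 43% in these data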;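 also: 0% = TNF-stimulated DMSO wells and 100% = unstimulated control wells; not every result past the cut was called active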
# Yeast lifespan up – extends the lifespan of yeast | S. cerevisiae growth with nicotinamide, OD615; deaD strain in restrictive glucose medium | inhibition of the nicotinamide effect, % at 10 µM | 130,000 tested, 0.68% active;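 active = inhibition above a set limit, placed 3 SD over the median of all compounds, cut at about 26% in these data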;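 also: 0% = nicotinamide-treated wells and 100% = cells grown without nicotinamide; some compounds called inactive have numbers as strong as hits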
#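 Assay system: engineered S. cerevisiae DeaD replicative-lifespan strain, galactose-grown log-phase cells; medium: restrictive CSMM-D dextrose medium; also added: nicotinamide, 1.5 mM, co-present with compound; schedule: 48 h compound exposure at 30 °C, humidified; detection: absorbance at 615 nm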
# NPY-Y2 antag – antagonists of human neuropeptide Y receptor Y2; P49146; inhibition, % at 2.7 µM; 140,000 tested, 0.99% active; NPY-Y2 expressing cells, antagonist mode; AID 793; in the data active = inhibition above about 17%;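 also: 0% = vehicle with agonist challenge and 100% = reference antagonist with challenge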
# Target sequence (P49146 whole entry, looked up): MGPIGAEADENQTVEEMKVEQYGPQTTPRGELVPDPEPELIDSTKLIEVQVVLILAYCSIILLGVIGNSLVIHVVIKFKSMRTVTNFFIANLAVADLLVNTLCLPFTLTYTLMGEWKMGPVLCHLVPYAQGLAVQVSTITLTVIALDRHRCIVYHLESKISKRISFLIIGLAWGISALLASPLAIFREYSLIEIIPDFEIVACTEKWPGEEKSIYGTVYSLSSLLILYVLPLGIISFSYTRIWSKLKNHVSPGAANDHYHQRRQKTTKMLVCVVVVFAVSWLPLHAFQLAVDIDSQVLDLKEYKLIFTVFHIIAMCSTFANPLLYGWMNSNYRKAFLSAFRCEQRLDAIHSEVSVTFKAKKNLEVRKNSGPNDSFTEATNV
# MRP1 act – activators of MRP-1. H69AR cells + doxorubicin, viability rescue, CellTiter-Glo. viability increase, % at 10 µM. 140,000 tested, 0.61% active. AID 799;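 active = viability gain under doxorubicin at or above a set limit, the compound median plus 3 SD, cut at about 4.7% in these data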;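 also: MRP-1 overexpressing cells given doxorubicin 25 µM after compound pretreatment; 18-22 h compound pretreatment then 72 h with doxorubicin before readout; 0% = doxorubicin-only wells and 100% = vehicle-treated cells without doxorubicin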
# PTEN del growth – suppresses growth of cells with PTEN deletion. viability, % at 10 µM. HCT116 PTEN-null viability, CellTiter-Glo, 60 h; active compounds read low. 140,000 tested, 1.2% active;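 active = viability at or below a set limit, 4 SD under the median of all tested compounds, cut at about 3.7% in these data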;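 also: PTEN knockout HCT116 line with beta catenin targeted HCT116 as companion control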
# Phagocytosis inh – inhibitors of macrophage phagocytosis; inhibition, % at 5 µM; J774A.1 macrophage IgG-bead phagocytosis, imaging; AID 1029; 110,000 tested, 0.07% active;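 active = inhibition above the mean of the plate negative controls plus 5 SD, cut at about 13% in these data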;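 also: phagocytic index as fraction of beads internalized from green versus red external bead signal; plate controls were DMSO negative control for no effect and cytochalasin-D positive control for full effect; some results beyond the cut were filed as inactive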
# BB579 growth dn – reduces growth of yeast BB579 in restrictive medium; S. cerevisiae BB579 growth, OD615, 48 h; 140,000 tested, 0.51% active; inhibition, % at 10 µM;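 active = inhibition above a set limit, 3 SD over the mean compound inhibition, cut at about 44% in these data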; also: inactives centre near -24
#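 System: Saccharomyces cerevisiae DeaD strain BB579, replicative lifespan model yeast | Buffer or medium: Restrictive glucose-based CSMM-D medium | Times: 4 h preincubation and 48 h exposure at 30 °C | Detection: OD615 turbidity measurement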
# bCat KO growth – beta-catenin-lacking colon tumor cell growth suppression | HCT116 beta-catenin knockout viability, CellTiter-Glo, 60 h; active compounds read low | 140,000 tested, 1.5% active | viability, % at 10 µM;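 active = viability at or under a set limit, the compound median less 4 SD, cut at about 6% in these data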;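 also: 0% = Hyamine 1622 control at 20 µM and 100% = untreated cell control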
# An asterisk follows results filed as active; nt = not tested or not shown.
SMILES,Measles CPE,GALR2 blocker,E-sel TNF inh,Yeast lifespan up,NPY-Y2 antag,MRP1 act,PTEN del growth,Phagocytosis inh,BB579 growth dn,bCat KO growth
CCN(CC)S(=O)(=O)c1ccc(NC(=O)CSc2cccc[n+]2[O-])cc1,4.0,-1.6,-36.1,-4.8,1.3,-1.2,94.9,1.0,65.1*,97.6
CCOC(=O)c1ccc2[nH]c(C)c(CCC(C)=O)c(=O)c2c1,11.1,-9.4,nt,-23.3,-0.3,-1.8,110.8,-0.8,-16.7,102.7
CCCN(CCC)C(=O)CC(c1ccccc1)c1cc(C)ccc1O (stereo not given),9.3,-5.1,4.4,-15.6,4.9,-4.3,72.7,-1.4,-34.8,80.0
O=S(=O)(c1ccc2c(c1)OCCO2)N1CCC(n2nnc3cc(F)ccc32)CC1,22.5,13.6,-13.1,-1.5,10.2,-2.2,72.6,nt,-10.6,85.9
COc1ccc(C2CC(c3ccccc3)=NN2c2ccc(/C=N/NC(=O)c3ccncc3)cc2)cc1 (stereo not given),5.5,24.2,-9.3,-12.2,3.6,-2.6,62.9,nt,-45.8,85.9
Cc1ccc2c(c1)C=CC(C)(C)S2(=O)=O,7.3,14.2,nt,9.1,6.0,0.1,93.7,nt,-18.4,100.8
Cc1cc(NC(=S)NC(=O)c2ccccc2)ccc1-c1cc2ccccc2oc1=O,5.8,7.4,nt,5.6,3.9,-3.1,59.0,nt,-43.8,68.4
CCN(CC)c1ccc(NC(=O)COC(=O)CCC(=O)c2ccc(F)cc2)cc1,11.5,10.1,-0.4,2.5,-0.1,0.5,102.2,1.2,-43.6,96.2
COc1ccc(NC(=O)CSc2nnc(-c3ccccc3Cl)n2Cc2ccco2)c(OC)c1,13.9,1.6,-8.2,-10.2,9.4,3.5,80.9,-0.3,-16.7,91.3
COc1ccc(CONS(=O)(=O)c2ccc(NC(C)=O)cc2)cc1Cl,14.2,2.7,-2.4,-4.5,1.2,-0.3,87.0,nt,-27.7,86.8
O=C(O)c1ccccc1NS(=O)(=O)c1cccc2cccnc12,32.1,8.8,0.7,-12.7,1.9,-0.1,99.3,0.1,-22.8,100.6
CCc1ccc(NC(=O)CC2C(=O)NCCN2C(=S)Nc2ccccc2)cc1 (stereo not given),8.1,-12.2,nt,-3.3,0.5,1.4,79.7,0.2,-24.6,77.4
CCCCOCCCNC(=O)c1ccc([N+](=O)[O-])c(C)c1,11.9,6.4,5.7,-6.4,2.6,-0.1,82.4,-1.6,-28.1,93.8
Cc1ccc(-c2noc(CSc3nc(N)cc(N)n3)n2)cc1,11.8,-1.5,nt,-4.7,0.1,-0.5,68.7,0.0,-24.6,73.4
O=C(NC1=NCCS1)C12CC3CC(C1)CC(C(=O)NC1=NCCS1)(C3)C2,7.0,8.1,-30.1,-17.6,1.2,1.8,85.8,0.4,-58.2,97.0
CN(C)S(=O)(=O)c1cccc(NC(=O)c2cc3ccccc3o2)c1,6.4,10.7,-9.2,-7.8,2.5,0.3,88.0,nt,-2.5,87.2
CCCS(=O)(=O)N1CCN(Cc2ccco2)CC1,6.8,-7.3,4.4,-4.2,-2.1,-0.9,100.0,-0.3,-35.4,104.4
Cc1cccc(-n2cnc(C(=O)Nc3cccnc3)c2)n1,31.6,5.8,nt,-3.1,-0.7,-1.8,98.7,1.6,-24.6,97.8
Cn1cc(S(=O)(=O)CC(=O)N2CCc3ccccc32)c2ccccc21,6.3,4.9,17.9,0.6,15.2,-3.1,84.3,-0.3,-14.5,88.5
COc1cccc(-n2c(Cc3cc(=O)[nH]c(=O)[nH]3)nnc2SCC(=O)NC2CCCC2)c1,49.6*,0.5,nt,-4.5,2.6,-0.5,97.0,-0.5,-6.9,99.6
COc1cc(C2NC(=O)NC(C)=C2C(=O)OC(C)C)ccc1OC(=O)c1ccco1 (stereo not given),2.2,7.0,4.4,nt,12.5,0.0,99.8,nt,-13.1,95.6
CCOc1ccccc1OCC(=O)NN1Cc2ccccc2C1=N,5.8,2.0,nt,3.6,0.2,-2.0,89.0,-1.5,-30.9,77.2
O=C(O)c1ccc(CN2C(=O)c3ccccc3S2(=O)=O)cc1,3.6,5.4,4.0,-3.2,7.4,-1.8,104.3,-1.6,-17.2,102.1
Cc1cc2ccccc2n1CCNC(=O)C(C)(C)C,3.8,nt,nt,-3.7,nt,-0.4,110.1,nt,-74.2,99.1
CCCCNC(=O)CNC(=S)N(Cc1ccccc1)Cc1cccnc1,11.6,-6.9,nt,2.1,3.2,-2.4,90.1,-10.8,-9.8,91.1
COC(=O)Nc1sc2c(c1C(=O)N1CCOCC1)CCC(C)C2 (stereo not given),15.4,3.5,-0.7,-6.1,2.0,0.1,104.0,-1.7,-34.9,92.3
Nc1nc(SCC(=O)Nc2ccccc2)[nH]c(=O)c1NC(=O)c1cccs1,9.0,-5.6,-25.7,0.9,-0.2,0.0,87.6,nt,-15.0,87.1
c1ccc2c(c1)CCCn1nnnc1-2,17.1,2.0,-5.1,-16.5,0.5,-1.9,100.4,nt,-24.9,92.3
CC1CCN(C(=O)c2ccc(S(=O)(=O)Cc3ccccc3F)c([N+](=O)[O-])c2)CC1,4.2,18.9,36.5,-2.8,1.3,-4.9,11.1,-4.3,-27.8,14.1
CCCCSc1[nH]c(=O)c(C(=O)OCC)cc1C#N,3.6,-5.8,-4.8,35.7*,7.0,0.8,97.8,-1.4,3.1,102.4

# Reprinted from the part before: two entries, then new ones.
SMILES,Measles CPE,GALR2 blocker,E-sel TNF inh,Yeast lifespan up,NPY-Y2 antag,MRP1 act,PTEN del growth,Phagocytosis inh,BB579 growth dn,bCat KO growth
CC1CCN(C(=O)c2ccc(S(=O)(=O)Cc3ccccc3F)c([N+](=O)[O-])c2)CC1,4.2,18.9,36.5,-2.8,1.3,-4.9,11.1,-4.3,-27.8,14.1
CCCCSc1[nH]c(=O)c(C(=O)OCC)cc1C#N,3.6,-5.8,-4.8,35.7*,7.0,0.8,97.8,-1.4,3.1,102.4
CCCCOc1ccc(C(=O)Nn2c(-c3cccs3)nc3ccccc3c2=O)cc1,9.9,-6.5,nt,5.7,6.9,-0.8,84.1,-2.7,-49.8,87.7
COc1ccc2cc(C(=O)Nc3ccc(Cl)cc3)sc(=O)c2c1OC,12.5,3.1,nt,-4.9,1.4,-3.5,69.5,-9.2,16.4,57.3
CCN(CC)C(=O)CSC1c2ccccc2C(=O)N1c1ccccc1 (stereo not given),0.8,-5.0,2.8,-4.5,-0.2,-3.0,98.2,nt,-45.1,104.3
Cc1cc(NC(=O)CSc2nnc(CNc3cccc(C(F)(F)F)c3)n2Cc2ccco2)no1,2.6,-2.0,nt,-2.5,-0.1,-1.4,102.5,-0.8,-36.4,99.3
COc1cccc(C(=O)Oc2cc(N)n(S(=O)(=O)c3ccc(C)cc3)n2)c1OC,19.9,4.0,-28.8,67.5*,1.2,0.7,98.3,nt,-37.5,104.8
O=C1CN(/N=C/c2ccc([N+](=O)[O-])o2)C(=O)N1,68.9,7.0,nt,17.8,-0.9,-3.0,13.4,nt,-49.9,13.4
c1ccc2[nH]c(SCc3cn4cccnc4n3)nc2c1,21.6,1.3,nt,0.2,1.9,0.6,89.4,-6.6,-24.9,92.5
O=C(c1nc2ccccc2s1)N1CCSCC1,5.9,6.4,-25.9,-12.9,1.1,-1.6,80.4,-0.7,-21.6,97.3
COc1nonc1NCn1nc(C)cc1C,2.6,0.5,nt,-3.6,6.4,-2.0,93.7,-2.3,-42.3,87.0
CC(=O)c1ccc(N2CCN(C(=O)c3ccc4nc[nH]c4c3)CC2)cc1,20.3,6.3,-2.4,6.3,2.9,-1.7,95.9,-2.0,-45.0,93.5
O=C(N/N=C/c1cccc([N+](=O)[O-])c1)C1CC(=O)N(c2ccc(F)cc2)C1 (stereo not given),4.9,-2.7,nt,9.8,3.3,-1.6,98.6,-6.0,-48.8,96.2
O=C(NC1=NCCS1)c1ccc(Br)s1,14.0,0.3,4.4,-4.8,1.0,0.5,87.8,-1.3,-15.8,87.4
O=C(NC1CCN(C(=O)Nc2cccc(F)c2)CC1)C1CCCCC1,3.7,-4.3,8.2,-18.5,0.0,-1.1,97.9,1.7,-17.2,105.3
Cc1ccc(S(=O)(=O)N2CCN(C(=O)COc3ccc(-c4nnco4)cc3)CC2)cc1,10.2,-8.7,12.7,-5.5,0.2,-2.3,100.2,-0.4,-24.7,100.8
CCOC(=O)c1cc2nc(-c3ccco3)cc(C(F)(F)F)n2n1,4.9,0.5,4.6,nt,1.9,-1.1,96.4,nt,-10.6,96.5
CC(NC(=O)C(CC(=O)OC(C)(C)C)NC(=O)OC(C)(C)C)C(N)=O (stereo not given),1.2,6.8,21.8,-0.7,0.6,-1.8,102.2,-0.3,-18.5,94.2
CCCCCCc1cc2cc(C(=O)Nc3ccc(OC)cc3)c(=O)oc2cc1O,13.3,8.2,nt,-1.4,1.1,0.4,56.8,-1.1,-12.9,65.8
CSCCC1(C(=O)O)NC(c2ccccc2O)C2C(=O)N(C(C)C)C(=O)C21 (stereo not given),15.2,7.6,nt,-6.2,4.1,-0.6,93.9,-0.4,-35.5,94.6
Cc1cc(NS(=O)(=O)c2ccc(NC(=O)c3oc4ccccc4c3C)cc2)no1,6.7,5.7,19.4,-6.6,3.9,-1.6,95.5,0.1,-34.3,91.9
COc1ccc(C2C(C(=O)c3ccco3)=C(O)C(=O)N2CCOCCO)cc1OC (stereo not given),16.7,-6.2,-45.0,-12.2,-0.2,-3.3,92.4,nt,13.2,88.2
CS(=O)(=O)N(CC(=O)N1CCN(c2ccccc2)CC1)c1cccc(Br)c1,7.2,2.8,nt,-17.5,1.7,-4.4,93.0,-0.6,-21.7,96.8
CCC(C)C(=O)NCCc1ccc(S(N)(=O)=O)cc1 (stereo not given),4.0,-2.9,-40.1,5.5,7.7,-1.4,108.9,-5.5,-46.5,98.8
Fc1cccc(F)c1CN1CCN(c2ncccn2)CC1,12.5,-4.0,-16.1,-3.3,-0.3,-1.3,103.4,0.7,-11.5,103.0
O=S(=O)(c1ccccc1Cl)N1CCCC(c2nc(-c3cccnc3)no2)C1 (stereo not given),3.8,-7.5,nt,-3.6,2.0,1.3,89.2,-1.2,-66.5,97.7
COc1ccc(Cl)cc1NC(=O)CN1CCC(n2nnc3cc(F)ccc32)CC1,4.7,4.5,3.9,-14.2,4.8,-1.1,95.2,3.0,-46.6,104.0
CCCNc1nc(Nc2ccc(C)cc2)nc(N2CCCC2)n1,14.4,-7.0,-22.5,-6.9,5.9,-5.0,61.1,3.5,-28.4,57.5
COc1cc(NC(=O)COC(=O)CSc2cc(C)ccc2C)c(C)cc1[N+](=O)[O-],11.5,-10.5,22.5,12.0,3.4,-1.5,93.9,-7.0,-24.9,100.7
CC(C)CN(C(=O)COC(=O)Cc1c[nH]c2ccccc12)C1CCS(=O)(=O)C1 (stereo not given),7.6,6.9,nt,-26.5,2.4,-3.1,83.9,-4.4,-28.8,77.3

# High-throughput results from PubChem.
